# Source: PubChem
# Lipid storage S3 = qHTS Assay for Lipid Storage Modulators in Drosophila S3 Cells | Drosophila S3 cells, BODIPY lipid droplet fluorescence, 18-24 h; cells fed with added oleic acid | AID 2685 | lipid storage change, negative = inhibition, % at the top dose, mostly 46.1 µM; hits show Potency in µM | hit rate 0.64% among 320,000; active = well fitted inhibition curve with a large enough effect in the signal ratio, with a control signal flat, not every such curve was filed as active; inconclusive = small, poorly fitted or top-dose-only effect, or effect the other way, or a change in a side signal; the % refers to the signal ratio
#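 Laser-scanning cytometry quantifies lipid droplet accumulation (500–530 nm total intensity; droplet/cell object ratio) in oleic acid-fed (400 uM added) Drosophila S3 cells treated with a concentration series. 20 uM Triacsin C defined 100% inhibition.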
# Lipid storage S3 cell count max = second read-out of Lipid storage S3, no call of its own (marks repeat the call); cell number change, %; measured here: cell count max response;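 cells counted by Cell Tracker Red CMTPX staining in the red channel; peak over a dose series mostly up to 46.1 µM; percent activity relative to internal control wells on each plate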
# * hit, by the source's call; i = inactive; ? = inconclusive; . = no result given; [ ] = remark or other dose. % is set by controls: 0 for no effect and ±100 for the full control effect; potency is the fitted concentration of half-maximal effect.
SMILES,Lipid storage S3,Lipid storage S3 cell count max
CCCC(C(=O)NC1CCCC1)N(Cc1ccc(OC)cc1)C(=O)c1snc(C(N)=O)c1N (centres undefined),?,.
CC(C)NC(=O)CSc1ccccc1C(=O)N1CCN(S(=O)(=O)/C=C/c2ccccc2)CC1,?,.
CCCN(CC(=O)Nc1ccccc1OC)C(=O)CSc1ccc(Br)cc1C,?,.
CCOC(=O)C1CCCN(C2=NC(=O)/C(=C/c3ccc(OC)cc3)S2)C1 (centres undefined),?,.
O=C(CCS(=O)(=O)c1ccc(Br)s1)NCc1cccs1,-2%,13
CN(C)CCCN1C(=O)C(O)=C(C(=O)c2cc3ccccc3o2)C1c1ccccc1 (centres undefined),?,.
O=C(CCn1cccc1)NCc1ccc(Cl)cc1,?,.
COc1ccccc1CNC(=O)CCN=C1NS(=O)(=O)c2ccccc21,?,.
COc1c(C)cc(Br)cc1C(=O)Nc1ccc(C)cc1[N+](=O)[O-],10%,9
O=C(O)Cn1c2c(c3ccccc31)CSc1ccc(Cl)cc1-2,8%,10
NC(=O)C1CCN(C(=O)CCSCc2ccccc2)CC1,i,-23
CCCCC(=O)Nc1ccc(C(=O)Nc2ccc3c(c2)OCO3)cc1,?,.
COCCN(C(=O)COC(=O)CCOc1ccccc1)c1c(N)n(Cc2ccccc2)c(=O)[nH]c1=O,?,.
COc1cccc(N2CCN(c3ccc4nnc(CCC(=O)N5CCC(C)CC5)n4n3)CC2)c1,?,.
COc1ccc(NS(=O)(=O)c2ccc(F)c(F)c2F)cc1S(=O)(=O)N1CCOCC1,i,-6
COc1cc(NC(=O)[C@H]2CSCN2C(=O)[C@@H]2CCC(=O)N2)cc(OC)c1OC,19%,.
COc1ccc([C@H]2CC(=O)C=C(c3ccc(Cl)c(C(F)(F)F)c3)C2)cc1,?,.
CCOC(=O)C(C(=O)OCC)C1CCS(=O)(=O)C1 (centres undefined),1%,2
COc1ccc(CCNC(=O)CSc2ccc(-c3cccs3)nn2)cc1,7%,9
Cc1cccc(NS(=O)(=O)c2ccc(C(=O)NCCCN3CCOCC3)cc2)c1C,?,.
CCOC(=O)c1c(-c2ccc(OC)cc2)oc2cc(Br)c(O)cc12,?,.
CC(C)C(C)NC(=O)CN1C(=O)NC2(CCCCCC2)C1=O (centres undefined),?,.
CCCNC(=O)c1c(N)n(-c2ccc(S(N)(=O)=O)cc2)c2nc3ccccc3nc12,i,.
COc1ccccc1NC(=O)C1=C(C)NC(=O)NC1c1ccc(C)cc1 (centres undefined),i,.
Cc1cc(NC(=O)c2cc(Cl)ccc2Cl)no1,?,.
c1ccc2c(c1)OCC(CNCC1COc3ccccc3O1)O2 (centres undefined),5%,16
Cc1ccc(CC2C(=O)N(c3ncccn3)C(=O)C2C)cc1 (centres undefined),?,.
Cc1ccccc1C1NC(=S)NC2=C1C(=O)CCC2 (centres undefined),0%[9.22 µM],.
CCC(=O)Nc1ccc(C(=O)Cn2ncc(Cl)c(Cl)c2=O)cc1,?,.
Cc1cc(C)n(C(=O)CNC(=O)c2ccc(Cl)cc2Cl)n1,?,.

# Record cards, from the list above. Order of screens: Lipid storage S3, Lipid storage S3 cell count max
# c1ccc2c(c1)OCC(CNCC1COc3ccccc3O1)O2 (centres undefined) is listed with 5%, 16
# COc1ccc([C@H]2CC(=O)C=C(c3ccc(Cl)c(C(F)(F)F)c3)C2)cc1 is listed with ?, .
# CCOC(=O)C(C(=O)OCC)C1CCS(=O)(=O)C1 (centres undefined) is listed with 1%, 2

# Next part.
SMILES,Lipid storage S3,Lipid storage S3 cell count max
O=C(O)c1cnn2c(C(F)F)cc(C3CC3)nc12,?,.
CC(CC1CC(C)(C)OC1=O)C(=O)Nc1nncs1 (centres undefined),?,.
Cc1cc(C)n(-c2nc(C)nc3c2cnn3-c2ccccc2)n1,i,.
COCCn1c(SCC(=O)N2CCc3ccccc32)nc2c(c1=O)SC(C)C2 (centres undefined),11%,-10
Fc1cccc(Cl)c1CSc1ccc(-c2ccco2)nn1,?,.
COc1c(S(=O)(=O)N2CCN(C)CC2)ccc(Cl)c1Cl,?,.
CCn1c(SCC(=O)N/N=C/c2ccccc2OCC(=O)O)nnc1-c1ccc(C)cc1,-2%,17
NC(=O)/C(=C\c1ccccc1)NC(=O)/C=C/c1ccccc1,0%,33
COc1ccccc1-n1c(SCC(=O)Nc2nnc(C)s2)nc2c(c1=O)SCC2,1%,4
Cc1cccc(N(C(=O)c2sc(C)nc2C)C(C(=O)NCC2CCCO2)c2ccccc2)c1 (centres undefined),?,.
Nc1cnc(Nc2ccc(Br)cc2)nc1N,-6%,8
Cn1cc(/C=C(\NC(=O)c2ccccc2Cl)C(=O)N2CCOCC2)c2ccccc21,?,.
NC(=O)C1CCN(C(=O)CSCc2ccccc2Cl)CC1,?,.
CN(C)c1ccc(C2SCCN2C(=O)c2ccc([N+](=O)[O-])cc2)cc1 (centres undefined),-2%,-18
COc1cc(OC)cc(C(=O)OCC(=O)Nc2ccc(N3CCCCC3)cc2)c1,?,.

# Six successive records already listed, quoted:
SMILES,Lipid storage S3,Lipid storage S3 cell count max
CCCC(C(=O)NC1CCCC1)N(Cc1ccc(OC)cc1)C(=O)c1snc(C(N)=O)c1N (centres undefined),?,.
CC(C)NC(=O)CSc1ccccc1C(=O)N1CCN(S(=O)(=O)/C=C/c2ccccc2)CC1,?,.
CCCN(CC(=O)Nc1ccccc1OC)C(=O)CSc1ccc(Br)cc1C,?,.
CCOC(=O)C1CCCN(C2=NC(=O)/C(=C/c3ccc(OC)cc3)S2)C1 (centres undefined),?,.
O=C(CCS(=O)(=O)c1ccc(Br)s1)NCc1cccs1,-2%,13
CN(C)CCCN1C(=O)C(O)=C(C(=O)c2cc3ccccc3o2)C1c1ccccc1 (centres undefined),?,.

# (continued)
SMILES,Lipid storage S3,Lipid storage S3 cell count max
COc1ccc(C(C#N)Nc2ccccc2)cc1 (centres undefined),?,.
CC1CN(c2ccc([N+](=O)[O-])nc2)CC(C)O1 (centres undefined),24%,.
COCCNC(=S)NNc1ccccc1[N+](=O)[O-],3%,-13
CCOC(=O)C1CCCN(Cc2nc(C3CC3)no2)C1 (centres undefined),9%,17
COc1cc2c(OC)cccc2cc1C(=O)O,?,.
O=C(NCc1ccccc1)C1CCCN(c2nc3ccsc3c(=O)s2)C1 (centres undefined),?,.
COc1ccc(NC(=O)COC(=O)Cn2cnc3ccccc3c2=O)cc1OC,?,.
Cc1ccc(C(=O)Oc2ccc(Cl)c3cccnc23)cc1[N+](=O)[O-],-5%,-9
Cc1ccc(NC(=O)COC(=O)Cc2c(F)cccc2Cl)cc1S(=O)(=O)N1CCOCC1,?,.
O=C(C1CCCC1)N1CCN(S(=O)(=O)c2cccc(Cl)c2Cl)CC1,?,.
Brc1ccc(Nc2c3c(nc4ncnn24)CCC3)cc1,4%,-3
Fc1ccc(CSc2nc3ncc(Br)cc3[nH]2)cc1,-6%,4
COc1ccc(Cc2c(O)nc(SCC(=O)NC(C)(C)C)[nH]c2=O)cc1,?,.
O=C(Nc1ccncc1)c1cncc(Br)c1,?,.
O=C(Nc1ccccc1)c1ccccc1N=Cc1cccc(O)c1,?,.
Cc1[nH]c2ccccc2c1C(=O)COC(=O)c1nccnc1N,?,.
O=C(CN1C(=O)/C(=C/c2ccccc2F)Oc2ccccc21)N1CCN(c2ccccn2)CC1,?,.
NC(=O)C1CCN(c2nc(-c3ccccc3)nc3ccccc23)CC1,?,.
CCOC(=O)c1sc(NC(=O)CN(CC(C)C)CC(C)C)c(C(=O)OCC)c1C,?,.
O=C(NCc1ccccn1)C1CCCN(Cc2cnn(-c3ccccc3)c2-n2cccc2)C1 (centres undefined),-21%,-15
O=C(NCC1CCCO1)c1ccc(F)c2ccccc12 (centres undefined),?,.
O=c1c2c(nc(NCCO)n1CC1CCCCC1)-c1ccccc1CC21CCCC1,?,.
O=C(NC(=S)Nc1nc(-c2ccc([N+](=O)[O-])cc2)cs1)c1ccco1,?,.
Cc1nc2oc3c(=O)[nH]cnc3c2c2c1COC(C)(C)C2,0%,1
O=c1ccc2cc(S(=O)(=O)N3CCN(c4ccccc4F)CC3)ccc2[nH]1,?,.
CN(CC(=O)O/N=C(\N)c1ccc(Br)cc1)S(=O)(=O)c1ccccc1,?,.
O=C(COC(=O)CNC(=O)c1ccccc1F)NCCC1=CCCCC1,-5%,7
CC/C(=N\NC(=O)c1ccncc1)C12CC3CC(CC(C3)C1)C2,?,.
COc1ccccc1C(=O)NCC(=O)NCCSc1ccc(Br)cc1,?,.
CC1CN(C(=O)COC(=O)CSc2ccc(C(N)=O)cc2[N+](=O)[O-])CC(C)O1 (centres undefined),?,.
O=C(O)CC1NC(=O)N(c2ccc(Cl)cc2)C1=O (centres undefined),?,.
COc1ccccc1Oc1ccc2c(c1)C(=O)N(c1ccc(C)cc1)C2=O,?,.
Cc1ccc(C)c(NC(=O)CCOc2ccccc2)c1,0%,14
COc1ccc(NC(=O)COc2ccc(C(=O)OCC(=O)N(C)C3CCS(=O)(=O)C3)cc2OC)cc1 (centres undefined),?,.
CCN(CC(=O)Nc1c(F)cccc1F)C(=O)C1Cc2ccccc2CN1S(=O)(=O)CC (centres undefined),0%,-2
O=C(O)CC1S/C(=N/N=C/c2ccc([N+](=O)[O-])cc2)N(c2ccc(O)cc2)C1=O (centres undefined),-7%,24
O=C(/C=C/c1ccc(F)cc1)Nc1ccc2[nH]c(=O)[nH]c2c1,?,.
CNC(=O)c1snnc1-c1ccccc1,?,.
O=C(NC1CCSc2ccccc21)c1ccccc1Br (centres undefined),?,.
Cc1ccc(N2C(=O)C(CC(=O)Nc3cccc(F)c3)N(C3CC3)C2=O)cc1 (centres undefined),19%,24
COc1ccccc1N(CC(=O)Nc1ccc(S(=O)(=O)N2CCCCC2)cc1)S(C)(=O)=O,-21%,-9
Cc1ccc(S(=O)(=O)N(C)C)cc1NC(=O)COC(=O)/C=C/c1ccc2ccccc2n1,?,.
CCNc1nc2c(c(=O)n(Cc3ccccc3)c(=O)n2C)n1Cc1ccccc1,20%,1
Cc1nc(C)c(C(=O)N/N=C/c2cn(C)c3ccccc23)s1,?,.
Cn1c(=O)c2sccc2n2c(CCCC(=O)Nc3ccc(F)cc3F)nnc12,9.2µM*,-24*

# Some values from the entries so far.
# Lipid storage S3 cell count max with `COc1ccc(CCNC(=O)CSc2ccc(-c3cccs3)nn2)cc1` stands at 9
# Lipid storage S3 cell count max with `CN(C)c1ccc(C2SCCN2C(=O)c2ccc([N+](=O)[O-])cc2)cc1` (centres undefined) stands at -18

# (further entries)
SMILES,Lipid storage S3,Lipid storage S3 cell count max
c1ccc(-c2ccc3c(c2)NC(C2Nc4cc(-c5ccccc5)ccc4O2)O3)cc1 (centres undefined),?,.
COC(=O)c1ccccc1NC(=O)c1cccnc1,-7%,10
COc1ccnc(Oc2ccc(Cl)cc2)c1C#N,-4%,3
CC(=O)C1C(c2cccc(F)c2)c2c(n[nH]c2C)CC1(C)O (centres undefined),?,.
Cc1[nH]c2ccccc2c(=O)c1CN(C)Cc1ccccc1,?,.
O=C(NCc1ccc(N2CCCC2=O)cc1)c1cc(COc2c(F)cccc2F)on1,?,.
Cc1ccc(S(=O)(=O)NC(=NCC(=O)O)c2ccc(F)cc2)cc1,?,.
CC(=O)Nc1ccc(NC(=O)COC(=O)CCc2nc3ccccc3s2)cc1,?,.
COc1cc(CN/C(C)=C(\C#N)C(N)=O)cc(OC)c1OC,?,.
Cc1ccc(Cl)cc1N1CCN(C(=O)Cc2c(C(=O)O)[nH]c3ccccc23)CC1,?,.
CC(C)NC(=O)CN1CCC(c2ccccc2)C(O)C1 (centres undefined),-20%,-7
Cc1ccc(CNC(=O)CN2C(=O)CSc3ccc(S(=O)(=O)N4CCCCC4)cc32)cc1,i,9
CCn1nc(C)cc1Nc1ccccc1,i,26
COc1ccc(C2/C(=C(/O)c3ccccc3)C(=O)C(=O)N2CC(C)O)c(OC)c1 (centres undefined),0%,-8
COc1cc2c(cc1NC(=O)CSc1nnc(COc3ccc(Cl)cc3)n1C)oc1ccccc12,?,.
C[C@@H]1NC(=O)[C@H](CCC(N)=O)NC(=O)c2cc([N+](=O)[O-])cc(I)c2NCC[C@@H](C(N)=O)NC1=O,?,.
CC(=O)c1cc2c(cc1NC(=O)c1ccc(C)cc1)OCCO2,?,.
Cc1ccc(C)c(OCC(=O)N2CCN(C(=O)c3ccco3)CC2)c1,?,.
O=C(N/C(=C/C=C/c1ccccc1)C(=O)N1CCOCC1)c1ccccc1Br,?,.
Cc1ccc(-n2ncc3c(NCC4CCCO4)ncnc32)c(C)c1 (centres undefined),i,.
CC(=O)c1c(C)[nH]c(C(=O)N2CCCC(C)C2)c1C (centres undefined),?,.
COc1ccccc1N1C(=O)CSC1=NC(=O)c1ccccc1,5%,10
Cc1cc(OCC(=O)NCc2ccncc2)c2c(C)cc(=O)oc2c1,i,-6
CCCCCC(=O)Nc1ccc2ccccc2c1,?,.
COc1ccc(C(=O)N(CC2CCCO2)C(C(=O)NC2CCCC2)c2ccc(Cl)cc2)cc1OC (centres undefined),?,.
CCc1ccc(OCc2nnc(NC(=O)c3cccs3)s2)cc1,?,.
Cc1c(C(=O)N(Cc2ccccc2)Cc2cccnc2)cnn1-c1ccc(F)cc1,3%,19
O=C1SC(SC(=Nc2ccccc2)Nc2ccccc2)C(=O)N1c1ccccc1 (centres undefined),?,.
Cc1ccc(C(=O)/C=C/Nc2ccc3c(c2)OCO3)cc1,12%,-10
CCCc1nnc(SCC(=O)Nc2nc(C)cs2)n1CCOC,?,.
C[n+]1cc[nH]c1SCC(=O)c1ccccc1,?,.
O=C1CN(C(=O)/C=C/c2ccccc2F)c2ccccc2N1,?,.
CC(C)(C)n1nnnc1C(c1cccnc1)N1CCN(c2cccc(C(F)(F)F)c2)CC1 (centres undefined),8%,-3

# Some of the compounds tested (hit frequency here may not be typical).
